p53null 39C kill: kills p53 null cells at the nonpermissive temperature. H1299 p53-null (neo) cells, 39C, ATPlite viability, 24 h. Potency, µM (highest dose often 46.1 µM), for inactives: at the highest dose activity, negative = cell killing, usual class: cytotoxic. 55,000 compounds, 0.97% hits. AID 904;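 note: 0% = DMSO only and -100% = full killing by 100 µM tamoxifen; nearly all actives have a fitted effect of over 50% in size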
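H1299 lung cancer cells, p53-null (H1299-neo) or expressing p53 A138V (H1299-p53A138V), were plated overnight at 37C, then exposed to compounds at up to 46 uM for 24 hr at 39C. Viability was read by ATP-based luminescence.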
p53null 32C tox: kills p53 null cells at the permissive temperature; Potency, µM (top dose mostly 46.1 µM), for the others: top-dose activity change, negative = cytotoxicity, usual class: cytotoxic; H1299-neo p53 null cells, ATP luminescence, 24 h, 32C; 55,000 compounds, 0.62% hits;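 note: 0% = DMSO only and -100% = full killing by 100 µM tamoxifen; nearly all actives have a fitted effect of over 55% in size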
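H1299-neo, 600 cells/well; overnight 37C; cpd up to 46 uM, 24 h at 32C; ATPlite luminescence after 20 min RT; normalized to DMSO (0%) and tamoxifen 100 uM (100% kill); Hill-fit AC50.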
Starred values were filed as active, the others as inactive; ? = inconclusive; [ ] = another dose, or the depositor's remark. Calls come from the whole dose curve; as a rule, active = well fitted cell-killing curve with a large enough effect; inconclusive = small, poorly fitted or top-dose-only effect; inactive = no such curve, though single readings can be large or run the other way. Potency is the fitted concentration of half-maximal effect.

SMILES	p53null 39C kill	p53null 32C tox
CC(=O)c1cn(CC(=O)NCc2ccc3c(c2)OCO3)c2ccccc12	-4%	-7%
Cc1ccc(C)c(OCC(=O)Nc2ccc(S(=O)(=O)N3CCN(C)CC3)cc2)c1	-4%	-5%
O=C1C2C3c4ccccc4C(c4ccccc43)C2c2nc3ccccc3n21 (configuration not stated)	21%	-8%
CCC(C)(C)n1nnnc1C(c1ccc2ncccc2c1)N1CCCC(C)C1 (configuration not stated)	-7%	7%
O=C(NCc1nnc(SCc2ccccc2)n1-c1ccccc1)C12CC3CC(CC(C3)C1)C2	5%	20%
Cc1c(C)[n+](=O)c(-c2cccs2)c(C)n1[O-]	20%	9%
O=C(N/N=C/c1coc2ccccc2c1=O)c1cn(-c2ccccc2)nc1-c1ccccc1	-7%[1.84 µM]	-4%
CCOC(=O)c1c(NC(=O)CSc2nnc(Cc3ccccc3)o2)sc(C)c1C	2%	-3%
O=C(O)Cc1ccc(-c2ccccc2-c2ccccc2)cc1	18%	-5%
Cc1cc(NC(=O)CSc2nnc(Cn3c(=O)sc4ccccc43)n2-c2ccccc2C)no1	-19%	10%
Cn1c(SC/C=C/c2ccccc2)nnc1-c1ccco1	20%	-2%
COc1ccc(/C(O)=C2/C(=O)C(=O)N(CCCN(C)C)C2c2ccccc2)cc1OC (configuration not stated)	-1%	2%
COc1cc(S(=O)(=O)N(CCc2ccccc2)Cc2cccs2)ccc1-n1cnnn1	4%	2%
O=C(CNC(=O)c1cccs1)c1ccc(F)cc1	?	?
COCc1c(C(=O)OCc2nc(N)nc(Nc3ccccc3C)n2)oc2ccccc12	-6%	-17%
CCCCN(CCCC)C(=O)CN(C)S(=O)(=O)c1ccc2c(c1)n(C)c(=O)c(=O)n2C	1%	3%
CC(=O)Nc1cccc(NC(C)=O)n1	2%	4%
COc1ccc(OCc2cccc(C(=O)Nc3cc(C)on3)c2)cc1	-2%	-14%
COc1ccc(-c2csc(N(CC3CCCO3)C(=O)c3ccc(C)cc3)n2)cc1 (configuration not stated)	0%	7%
OC(CNCC1CCCO1)Cn1c2ccc(Br)cc2c2cc(Br)ccc21 (configuration not stated)	-7%	?
Cc1nc2ccccc2n1CC(O)COC1CCCCC1 (configuration not stated)	-4%	-2%
Cc1nn(CCC(=O)NNC(=S)Nc2cccc(Cl)c2)c(C)c1[N+](=O)[O-]	-1%	4%
COc1cccc(/C=N/NC(=O)CCn2nnc3ccccc32)c1	1%	-7%
COC(=O)c1ccc(NC(=O)CCN2CCN(Cc3ccccc3)CC2)cc1	-4%	5%
Cc1nn(-c2ccccc2)c(C)c1/C=N/NC(=O)c1cc(-c2cccc3ccccc23)n[nH]1	-6%	10%
(cont.)
SMILES	p53null 39C kill	p53null 32C tox
O=C(NCc1ccccc1)c1cccnc1N1CCOCC1	-15%	-2%
Cn1cc(Cl)c(C(=O)OCC(=O)Nc2nc(-c3ccc(Br)cc3)cs2)n1	-10%	-21%
COc1cc(N2CCCC2)c(OC)cc1/C=C(/C#N)c1ccc(F)cc1	6%	-14%
CCCOc1ccc(N2C(=O)CC(NCc3cccs3)C2=O)cc1 (configuration not stated)	10%	-3%
Cn1c(=O)c2[nH]c(-c3ccccc3)c(O)c2n(C)c1=O	20%	6%
Cn1c(CNC(=O)c2cccs2)nnc1SCC(=O)Nc1ccc(Cl)cc1	-1%	1%
Cc1cc(/C=N/NC(=O)CC2(C)OCCO2)c(C)n1-c1ccc(Cl)c(Cl)c1	-1%	-16%
O=C(O)c1ccccc1SC1CC(=O)N(C2CCCCC2)C1=O (configuration not stated)	8%	-1%
COC(=O)c1ccccc1NC(=O)C12CC3CC(C1)CC(n1cnc(Cl)n1)(C3)C2	16%	1%
CCCCCCCN(C(=O)CCl)c1cccc(C)c1	-2%	5%
CCOc1ccc(N=C(NC#N)SCC)cc1	6%	-6%
c1ccc(CNc2cnccn2)cc1	23%	-4%
Cc1cc(C)nc(SCc2nnc(SCC(=O)Nc3nccs3)n2C)n1	7%	0%
Cc1sc2nc3n(c(=O)c2c1C)NC(=O)CC3	-3%	-1%
Cc1nc2cc(NC(=O)N3CCCCC3)ccc2n1C	8%	-4%
CCOc1ccc(Oc2cc(C)nc(SC)n2)nn1	-10%	3%
CC(C)CCNC(=O)NC(=O)CN1C(=O)NC2(CCCCC2)C1=O	-8%	-1%
CC(C)OP(=O)(c1ccc(N(C)C)cc1)C(O)c1ccccc1F (configuration not stated)	12%	5%
c1ccc(-c2cc3n(c2)CCc2ccccc2-3)cc1	1%	-9%
O=C(C(c1ccccc1)c1ccccc1)N1CCN(Cc2ccco2)CC1	-3%	-7%
O=S(=O)(c1cccc(S(=O)(=O)N2CCN(c3ncccn3)CC2)c1)N1CCOCC1	1%	2%
O=c1[nH]c(C2CCCN(S(=O)(=O)c3ccccc3)C2)nc2c1nnn2Cc1ccccc1F (configuration not stated)	-1%	1%
CCOc1ccc(C(CC(=O)O)NC(=O)C23CC4CC(CC(C4)C2)C3)cc1 (configuration not stated)	-11%	-1%
Cc1ccc(S(=O)(=O)CCC(=O)N2CCN(c3ccc(Cl)cc3)CC2)cc1	-17%	-8%
CC(C(=O)N1CCc2ccccc21)N1CCc2ccccc2C1 (configuration not stated)	-2%	6%

One compound at a time (already shown). Order of screens: p53null 39C kill, p53null 32C tox
Cc1sc2nc3n(c(=O)c2c1C)NC(=O)CC3 as listed: -3%, -1%
Cn1c(=O)c2[nH]c(-c3ccccc3)c(O)c2n(C)c1=O as listed: 20%, 6%
CCOc1ccc(Oc2cc(C)nc(SC)n2)nn1 as listed: -10%, 3%
COc1cc(N2CCCC2)c(OC)cc1/C=C(/C#N)c1ccc(F)cc1 as listed: 6%, -14%

A different layout for some results above:
CCOC(=O)c1c(NC(=O)CSc2nnc(Cc3ccccc3)o2)sc(C)c1C
  p53null 39C kill: 2% | p53null 32C tox: -3%

O=C(O)Cc1ccc(-c2ccccc2-c2ccccc2)cc1
  p53null 39C kill: 18% | p53null 32C tox: -5%

Cc1cc(NC(=O)CSc2nnc(Cn3c(=O)sc4ccccc43)n2-c2ccccc2C)no1
  p53null 39C kill: -19% | p53null 32C tox: 10%

Cn1c(SC/C=C/c2ccccc2)nnc1-c1ccco1
  p53null 39C kill: 20% | p53null 32C tox: -2%

More records:
SMILES	p53null 39C kill	p53null 32C tox
Cc1ccsc1C(=O)OCC(=O)Nc1ccc(Cl)cc1C(F)(F)F	23%	-5%
O=C(CSc1n[nH]c(-c2ccccc2)n1)Nc1ccc(Br)cn1	11%	-5%
Cc1cc(NC(=O)CCC2CCCCC2)no1	-6%	-4%
CCn1c(CNc2ccc(Cl)cc2)nnc1SCC(=O)OC1CCCCC1	-2%	-8%
O=C(CN(Cc1ccccc1)S(=O)(=O)c1ccccc1)NC1CC1	-2%	-10%
Cc1nn(C(=O)N2CCOCC2)c(C)c1C	14%	0%
COCCCn1c(SCc2nnc(-c3ccc(OC)c(OC)c3)o2)nc2ccccc2c1=O	22%	-2%
O=c1cc(-c2ccccc2)[nH][nH]1	-4%	0%
Cc1cc2n(n1)C(c1cn(-c3ccccc3)nc1C)Nc1c(C)cccc1-2 (configuration not stated)	-3%	-7%
CCSc1nc(=O)n(-c2ccccc2)c(C)c1C(C)=S	1%	0%
Cc1ccc(-n2nc(C(=O)NCc3ccco3)c3c4ccccc4n(C)c3c2=O)cc1	-2%	-3%
Cc1ccc(S(=O)(=O)NC(=O)Nc2ccccc2F)cc1	-2%	-1%
Cc1ccc(Cl)c2c1NC(=O)C2(O)CC(=O)c1ccccc1O (configuration not stated)	8%	-3%
Cc1cc(C)n2c(SCCN3C(=O)c4ccccc4C3=O)nnc2n1	1%	-5%
Cc1ccc(C(=O)c2cnc3cc4c(cc3c2S(=O)(=O)c2ccccc2)OCCO4)cc1	-26%	?
CCOCCn1c(SCC)nc2c1c(=O)[nH]c(=O)n2C	-3%	-1%
O=C(Nc1ccon1)c1cc(-c2ccccc2)nc2ccccc12	-22%	2%
N/C(=N\OC(=O)Cc1ccc(-c2ccccc2)cc1)c1ccccn1	6%	-10%
O=C(Cc1ccccc1)Nc1ccc(-c2nnc(-c3ccco3)o2)cc1	-2%	-4%
COc1ccc(NC(=O)CN2C(=O)C(c3ccccc3)=NC23CCCCCC3)cc1	7%[1.84 µM]	7%
Cc1cc(NC(=O)CCC(=O)N(CC(=O)NCC2CCCO2)c2ccc3c(c2)OCCO3)no1 (configuration not stated)	18%	7%
COc1ccc(C(=O)SC2=NCCS2)cc1	-31%	-9%
O=C(CNCc1ccco1)Nc1ccccc1-n1cccc1	-4%	-1%
CCn1c(CNC(=O)c2ccco2)nnc1SCC(=O)Nc1ccc(Br)cc1F	-11%	-6%
Cc1ccccc1N1C(=O)c2ccccc2NC1c1ccncc1 (configuration not stated)	-7%	-11%
(list continues)
SMILES	p53null 39C kill	p53null 32C tox
c1ccc(C2Nc3ccccc3Oc3ccccc32)cc1 (configuration not stated)	-13%	-11%
Cc1c(C2Nc3ccccc3NC3=C2C(=O)CC(C)(C)C3)cnn1C (configuration not stated)	7%	-5%
Cc1cc(NC(=O)CSc2nc(-c3ccco3)cc(C(F)(F)F)n2)n(-c2ccccc2)n1	-5%	-2%
Cc1cccc(Nc2nc(-c3ccccc3)c(C(=O)Nc3cccnc3)s2)c1	19%[1.84 µM]	13%
CCCCNC(=O)N(O)C1N(CCCC)C(=O)N(CC(=O)OC)C1(C)C (configuration not stated)	-9%	5%
Cc1nnc(SCC(=O)N2CCCCC2)s1	-5%	-4%
COc1ccccc1C(c1nnnn1Cc1ccccc1)N1CCC(C(N)=O)CC1 (configuration not stated)	25%	2%
O=S1(=O)CC(O)C(N2CCCCC2)C1 (configuration not stated)	22%	-1%
c1ccc(Cn2nnc(-c3ccccc3)n2)cc1	-5%	-14%
CC(C(=O)N1CCCCC1)n1ncn2cccc2c1=O (configuration not stated)	14%	15%
COc1ccc(/C=C/C(=O)N/C(=C\c2ccco2)C(=O)NCCc2nc3ccccc3[nH]2)cc1	-10%	-15%
COc1cccc(C(=O)NCC(=O)OCC(=O)C(C)(C)C)c1	-3%	-4%
Cc1cccc(-n2ncc3c(NC4CCCCC4)ncnc32)c1	0%	-25%
COc1cccc(-n2nnc3c(=O)n(Cc4ccccc4Cl)cnc32)c1	3%	3%
Cc1cccc(Cn2nnc3c2C(=O)c2ccccc2C3=O)c1	18%	8%
Cc1ccc(OCC(=O)Nc2cccc(-c3nnc(-c4ccccc4)o3)c2)c(C)c1	-10%	-4%
COC(=O)Nc1nnc(SCc2ccc(C)cc2)s1	10%	-4%
Cc1cc(Nc2ccc(F)cc2F)n2nc(C)nc2n1	21%	5%

As entered above.
COc1cccc(C(=O)NCC(=O)OCC(=O)C(C)(C)C)c1 in p53null 39C kill shows -3%
Cc1ccc(OCC(=O)Nc2cccc(-c3nnc(-c4ccccc4)o3)c2)c(C)c1 in p53null 39C kill shows -10%

An excerpt of these results, field by field.
> Cc1c(C2Nc3ccccc3NC3=C2C(=O)CC(C)(C)C3)cnn1C (configuration not stated)
- p53null 39C kill: 7%
- p53null 32C tox: -5%
> Cc1nnc(SCC(=O)N2CCCCC2)s1
- p53null 39C kill: -5%
- p53null 32C tox: -4%
> c1ccc(C2Nc3ccccc3Oc3ccccc32)cc1 (configuration not stated)
- p53null 39C kill: -13%
- p53null 32C tox: -11%
> Cc1cc(Nc2ccc(F)cc2F)n2nc(C)nc2n1
- p53null 39C kill: 21%
- p53null 32C tox: 5%

Screens (PubChem BioAssay)

Some of the compounds tested; rates above refer to the full screens.
